VP16 counter: VP16 counterscreen qHTS for inhibitors of ROR gamma transcriptional activity; 3.5% of 310,000 active; Drosophila S2 Gal4-VP16 UAS-luciferase, luminescence, 20 h; Potency, µM (doses to about 53.6 µM), for inactives: top-dose activity, negative = inhibition, actives largely listed as inhibitors; AID 2546, 2010;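 also: Gal4-VP16 expression switched on by copper sulfate through the metallothionein promoter; potency is read from the fitted curve at half-maximal effect; % is scaled to controls: 0 for no effect and ±100 for the full control effect; nearly all actives have a fitted effect of over 50% in size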
TRPV1 agonist: HTS Assay for Compounds that Act as Agonists of the Vanilloid Receptor 1 | activation, % at 8.33 µM | AID 540275, 2011 | 0.19% of 320,000 active | TRPV1-expressing cells, Fluo-8 calcium influx, agonist mode; in the data active = activation above about 80%; inconclusive = between about 30% and that limit; also: 0% is about no effect
Target sequence (Q8NER1 whole entry, looked up): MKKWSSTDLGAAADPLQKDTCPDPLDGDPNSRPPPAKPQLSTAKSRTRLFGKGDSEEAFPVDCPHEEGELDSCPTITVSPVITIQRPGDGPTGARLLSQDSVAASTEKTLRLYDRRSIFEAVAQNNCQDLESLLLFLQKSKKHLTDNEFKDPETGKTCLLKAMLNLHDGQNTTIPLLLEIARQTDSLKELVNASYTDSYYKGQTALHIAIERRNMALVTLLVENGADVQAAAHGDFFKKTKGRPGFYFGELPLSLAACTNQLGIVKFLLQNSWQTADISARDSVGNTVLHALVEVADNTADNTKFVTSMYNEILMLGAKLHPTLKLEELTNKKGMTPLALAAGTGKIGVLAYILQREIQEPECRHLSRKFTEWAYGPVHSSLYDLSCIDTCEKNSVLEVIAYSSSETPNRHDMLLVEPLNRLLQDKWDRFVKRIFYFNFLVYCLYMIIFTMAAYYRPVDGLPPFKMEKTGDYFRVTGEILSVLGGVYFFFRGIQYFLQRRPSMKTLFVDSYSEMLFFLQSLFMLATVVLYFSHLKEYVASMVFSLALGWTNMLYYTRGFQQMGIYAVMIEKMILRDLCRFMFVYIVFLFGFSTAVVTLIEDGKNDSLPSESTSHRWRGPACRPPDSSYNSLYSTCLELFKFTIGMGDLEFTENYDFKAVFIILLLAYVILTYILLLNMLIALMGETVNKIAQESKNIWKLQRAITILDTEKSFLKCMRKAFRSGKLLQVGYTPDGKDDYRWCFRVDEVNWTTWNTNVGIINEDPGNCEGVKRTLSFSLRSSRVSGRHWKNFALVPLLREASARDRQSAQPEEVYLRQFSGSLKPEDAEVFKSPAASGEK
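TRPV1-expressing cells were cultured overnight at 35.5C and loaded with Fluo-8 calcium dye for 40 to 90 min at room temperature. After a 10 s baseline, compound was added and calcium influx was read kinetically for 3 min (ex 480/em 520 nm).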
FLuc counter: qHTS profiling assay for firefly luciferase inhibitor/activator using purifed enzyme and Km concentrations of substrates (counterscreen for miR-21 project); AID 588342, 2011; Potency, µM (titrated, usually from 57.5 µM), without a hit: at the highest dose activity change, negative = inhibition, usual class: inhibitors; purified FLuc, Km substrates, luminescence inhibition; 6.9% of 360,000 active; Luciferin 4-monooxygenase (Photinus pyralis), P08659;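 also: potency is read from the fitted curve at half-maximal effect; plate controls were vehicle for no effect and reference inhibitor for full effect; nearly all actives have a fitted effect of over 55% in size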
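Purified P. pyralis luciferase (10nM final) with 10uM D-luciferin and 10uM ATP (Km levels) in 50mM Tris acetate pH 7.5, 10mM Mg acetate, 0.01% Tween-20, 0.05% BSA; qHTS 6-point titration, ~60 µM downward; luminescence read.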
RORgamma inh: qHTS for inhibitors of ROR gamma transcriptional activity; AID 2551, 2010; 5.4% of 310,000 active; Potency, µM (doses to about 53.6 µM), inactives show at the highest dose activity change, negative = inhibition, most hits filed as inhibitors; Drosophila S2 Gal4-RORgamma UAS-luciferase reporter, 20 h; Nuclear receptor ROR-gamma (Mus musculus), P51450; also: potency is read from the fitted curve at half-maximal effect; % is scaled to controls: 0 for no effect and ±100 for the full control effect; nearly all actives have a fitted effect of over 60% in size
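Read-out: Photinus luciferase luminescence; inhibitors lower reporter signal. Insect Schneider cells with Gal4-ROR gamma fusion under metallothionein promoter, UAS reporter; 700 uM final copper sulfate induction, 20 hr, ambient temperature.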
Tb PFK inh: qHTS Assay to Find Inhibitors of T. brucei phosphofructokinase | AID 485367, 2010 | T. brucei PFK, ADP-Glo luminescence | 0.17% of 330,000 active | Potency, µM (top dose mostly 57.5 µM), inactives show at the highest dose activity, negative = inhibition, hits mostly inhibitors | ATP-dependent 6-phosphofructokinase (Trypanosoma brucei brucei), O15648;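 also: potency is read from the fitted curve at half-maximal effect; 0% = uninhibited 1x PFK enzyme wells and -100% = no-enzyme wells; nearly all actives have a fitted effect of over 60% in size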
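1.25 nM PFK with 0.5 mM F6P and 0.1 mM ATP in 0.1 M TEA pH 8.0, 5 mM MgCl2, incubated 45 min at room temperature; ADP measured by ADP-Glo luminescence; compounds titrated up to 57 uM.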
ELG1 genotoxic: qHTS screen for small molecules that induce genotoxicity in human embryonic kidney (HEK293T) cells expressing luciferase-tagged ELG1; HEK293T ELG1-luciferase reporter, luminescence, 16 h; Potency, µM (highest dose often 46 µM), without a hit: at the top dose activity change, positive = activation, hits mostly activators; 1.3% of 330,000 active; AID 504466, 2011; also: potency is read from the fitted curve at half-maximal effect; % of control where 0% means no effect; nearly all actives have a fitted effect of over 60% in size
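Cells (2,000/well) expressing the ELG1-luciferase fusion are dosed by pin tool and kept 16 hr at 37 °C, 5% CO2. Signal comes from ONE-Glo luciferase reagent after 30 min at room temperature.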
NPC1 prom act: qHTS Assay for NPC1 Promoter Activators. Huh7 NPC1 promoter luciferase reporter, 24 h. Potency, µM (highest dose often 9.22 µM), for inactives: top-dose activation, most hits filed as activators. 2.4% of 320,000 active;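 also: potency is read from the fitted curve at half-maximal effect; % of control where 0% means no effect; nearly all actives have a fitted effect of over 60% in size; reporter is driven by a mutant NPC1 promoter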
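Huh7 cells stably carrying NPC1 promoter–luciferase, plated in Opti-MEM with 10% FBS for 2 h, were exposed to compound in DMSO for 24 h at 37 °C; luciferase reagent was added for 10 min and luminescence read.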
Rab9 prom act: qHTS Assay for Rab9 Promoter Activators; Huh7 Rab9 promoter-luciferase reporter, luminescence, 24 h; Potency, µM (doses to about 9.22 µM), for the others: at the highest dose activation, negative = inhibition, hits mostly activators; 2.8% of 320,000 active; AID 485297, 2010; also: potency is read from the fitted curve at half-maximal effect; % of control where 0% means no effect; nearly all actives have a fitted effect of over 60% in size
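Huh7 cells stably carrying Rab9 promoter–luciferase reporter, plated 1500 cells/well, compound added after 2 h and incubated 24 h at 37 °C; luciferase luminescence then read after 10 min with detection reagent.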
ELG1 repair inh: qHTS screen for small molecules that inhibit ELG1-dependent DNA repair in human embryonic kidney (HEK293T) cells expressing luciferase-tagged ELG1; HEK293T ELG1-luciferase reporter, luminescence, 16 h; DNA damage induced by 5-fluorouridine; Potency, µM (series often up to 46.1 µM), for inactives: at the top dose activity change, negative = inhibition, hits mostly inhibitors; 2.3% of 330,000 active; also: potency is read from the fitted curve at half-maximal effect; % is scaled to controls: 0 for no effect and ±100 for the full control effect; nearly all actives have a fitted effect of over 55% in size
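Quantitative HTS, concentration-response format. 2,000 cells/well co-treated with 5-fluorouridine and compound, 16 hr in 5% CO2 at 37 °C; ONE-Glo luminescence read after 30 min.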
p53 reactivator: qHTS assay for re-activators of p53 using a Luc reporter | Potency, µM (titrated, usually from 92.2 µM), without a hit: at the top dose activity change, positive = activation, most hits filed as activators | AID 504706, 2011 | 0.063% of 320,000 active | H1299 p53-A138V BP100-luciferase reporter, luminescence, 24 h; also: potency is read from the fitted curve at half-maximal effect; % of control where 0% means no effect; nearly all actives have a fitted effect of over 45% in size
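H1299 (p53-null), stable ts p53-A138V + BP100-Luc; 1000 cells/well, Opti-MEM/10% FBS; cpd 4 pt, 1:5; 24 h, 37 deg C, 5% CO2; detection reagent 10 min RT; luminescence.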
BRCA1 expr act: qHTS Assay to Identify Small Molecule Activators of BRCA1 Expression. 1.1% of 380,000 active. AID 624202, 2012. Potency, µM (doses to about 46.1 µM), for the others: at the highest dose activation, hits mostly activators. MCF7-BRCA1-FFLuc reporter, luminescence, 48 h; response scale: scaled: vehicle 0%, 10 µM genistein 100%; also: potency is read from the fitted curve at half-maximal effect; nearly all actives have a fitted effect of over 80% in size; some results filed as inactive show a strong effect at the top dose
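Quantitative HTS in MCF7 cells stably reporting BRCA1 expression via firefly luciferase. Compound treatment lasts 48 h at 37 °C in phenol-red free MEM. Activation is expressed relative to genistein at 10 microM and DMSO.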
Starred values were filed as active, the others as inactive; ? = inconclusive; . = no result given; [ ] = dose if it differs, or a comment. Unless noted, calls follow the shape of the dose curve; as a rule, active = well fitted curve in the direction sought with a large enough effect; inconclusive = small, poorly fitted or top-dose-only effect, or another doubt; inactive = no such curve, though single readings can be large; an effect the other way counts as inactive or inconclusive. Not a hit list; overall some 15% were active at least once.

canonical_smiles,p53 reactivator,TRPV1 agonist,Rab9 prom act,ELG1 genotoxic,ELG1 repair inh,NPC1 prom act,RORgamma inh,Tb PFK inh,VP16 counter,BRCA1 expr act,FLuc counter
CCCCCCC(=O)NNC(=O)CC(=O)Nc1ccccc1C(=O)O,-4.2%,4.1,1.1%,3.8%,24.7%,0.3%,0.5%,-0.2%,-9.9%,2.6%,5.1%
COc1cc(C(=O)NC(c2ccccc2)c2ccccc2)cc(OC)c1OC,-3.5%,3.5,1.6%,9.1%,1.1%,0.7%,-4.7%,-3.4%,2.0%,-18.4%,1.6%
CSc1ccccc1NC(=O)CN(C)C(=O)Cn1c(=O)oc2ccccc21,-0.4%,1.6,-0.4%,-0.2%,5.0%,-0.5%,.,-1.5%,.,-5.4%,4.5%
Cc1ccc(NC(=O)Cc2ccc(-n3cccc3)cc2)c(C)c1,-7.3%,1.4,-15.0%,0.2%,-1.8%,-5.3%,-3.2%,-19.5%,-0.6%,-24.9%,5.1%
COc1cc(CN2CCCC(C(=O)c3ccc4c5c(cccc35)CC4)C2)cc(OC)c1O (configuration not stated),0.6%,1.2,-20.3%,-3.5%,-12.8%,-7.8%,?,-0.1%,?,-29.7%,-3.2%
COc1ccc(C)cc1NC(=O)c1ccc2c(=O)n3c(nc2c1)CCCCC3,-0.3%,20.2,-0.5%,-9.8%,?,21.1%,7.9%,-3.8%,-9.2%,8.8%,-19.9%
O=C(NCc1nc2ccccc2[nH]1)c1ccccc1F,?,2.4,?,8.6%,?,23.7%,-1.3%,1.1%,-5.2%,0.0%,?
CCN(CC)CCn1c(N)cc(=O)[nH]c1=O,-2.7%,1.8,-2.1%,-1.1%,5.3%,-2.1%,-10.8%,-1.3%,-5.5%,5.2%,1.9%
COC(=O)NCc1ccc(S(=O)(=O)N2CCOCC2)cc1,-13.2%,-1.3,3.8%,0.1%,-1.0%,9.4%,16.3%,-20.2%,-5.8%,-12.3%,2.8%[2.3 µM]
CCN1CCN(c2c(Cl)cccc2NC(=O)c2ccco2)CC1,-8.1%,8.0,0.2%,4.7%,-1.0%,-5.2%,-28.1%,-4.2%,-3.3%,-13.0%,14.2%
COc1cc2c(cc1OC)CN(C(=O)CCNC(=O)c1ccccc1Cl)CC2,-1.1%,.,.,2.4%,9.7%,.,.,-0.3%,.,6.2%,.
CCOc1ccc(CC(=O)Nc2c(C(N)=O)oc3ccccc23)cc1OCC,2.4%,2.5,-4.2%,-1.3%,?,-3.1%,-9.2%,1.4%,-10.3%,-5.5%,1.2%
Cc1ccc(N2CC(=O)Nc3c(sc4nc(C)cc(C)c34)C2=O)cc1,-1.3%,1.9,2.4%,-4.0%,23.1µM*,1.4%,12.4%,-1.3%,-1.8%,-0.3%,-9.2%
NC(=O)NCCCC(=O)OCC(=O)c1ccc2ccccc2c1,-1.4%,8.0,2.4%,-0.2%,-2.8%,-3.2%,9.0%,7.5%,16.1%,-6.0%,?
COc1cccc(C(=O)Nc2ncc3c(n2)CC(C)(C)CC3=O)c1,6.6%,?,3.5%,0.8%,6.6%,0.5%,6.3%,0.3%,4.3%,30.5%,?
COc1ccc(-c2ccc3oc(-c4ccsc4)cc(=O)c3c2)cc1F,1.1%,.,.,8.4%,?,.,.,1.6%,.,10.5%,.
CCc1nc2c(cnn2-c2ccc(Cl)cc2)c(=O)n1-c1ccc2c(c1)OCCO2,1.9%,-3.2,-4.2%,-19.6%,0.0%,-5.8%,-3.4%,0.7%,7.3%,-41.7%,3.5%
CC(C)CCNC(=O)C(=O)NCc1ccccc1,3.0%,-9.5,11.7%,-3.2%,9.9%,9.8%,-0.1%,0.0%,?,14.7%,-2.3%
CCCCNC(=O)COC(=O)c1cc(C)nc2ccccc12,1.1%,-3.3,-0.6%,2.7%,7.5%,-1.8%,12.2%,0.7%,5.5%,-13.3%,-0.5%
COc1ccc(-c2nc(CSCC(=O)N3CCN(c4cccc(C)c4)C(C)C3)c(C)o2)cc1OC (configuration not stated),-20.5%,?,-0.8%,-18.5%,14.6µM*,-2.5%,6.3%,2.7%,?,-43.5%,9.6%
CC(NS(=O)(=O)c1ccccc1)C(c1cccs1)N1CCN(C)CC1 (configuration not stated),1.4%,0.9,-0.4%,-3.0%,0.0%,-3.2%,-1.8%,0.3%,1.5%,7.2%,-1.6%
COc1ccccc1OCc1ccc(C(=O)NC2CCCCC2)o1,0.9%,0.0,-0.9%,-0.1%,1.8%,-0.6%,1.9%,2.0%,-2.9%,3.1%,4.9%
CSCCC(NC(=O)c1ccc(Cl)cc1Cl)C(=O)N1CCCCCCC1 (configuration not stated),1.9%,?,1.1%,-3.0%,-4.3%,-0.8%,.,7.3%,.,-1.3%,0.1%
CCn1c(C(=O)NCc2cccnc2)cc2sc(Cl)cc21,-9.1%,12.5,2.7%,0.8%,9.1%,-2.2%,10.2%,-2.2%,-21.0%,-17.7%,2.8%
CCCC1(c2ccccc2)NC(=O)N(CC(=O)NCc2ccc(OC)cc2)C1=O (configuration not stated),-4.8%,-1.8,-6.4%,-0.3%,2.6%,2.6%,3.3%,-0.4%,2.6%,0.7%,1.4%
O=C(Nc1cc(C(=O)Nc2ccccc2C(=O)O)cc(C(=O)Nc2ccccc2C(=O)O)c1)c1ccccc1,-1.3%,1.6,-3.1%,23.0%,-1.2%,0.0%,-10.4%,-5.6%,0.5%,-0.8%,3.4%
CN1CCN(C(=O)C2CC(=O)N(c3ccc(F)c(Cl)c3)C2)CC1 (configuration not stated),-1.3%,.,-2.7%,4.1%,18.5%,2.4%,3.1%,0.6%,5.8%,-6.0%,1.5%
CC(=O)N(CCc1ccccc1C)Cc1cc2ccc(C)cc2[nH]c1=O,-3.2%,?,-2.8%[1.84 µM],-6.6%,16.4µM*,-2.2%,14.8%,-1.8%,-7.1%,-12.9%,-0.8%
COc1cc2c(cc1OC)CN(C(=O)c1ccccc1C(=O)O)CC2,-1.2%,-1.9,1.6%,-2.0%,-0.3%,-0.3%,-11.0%[10 µM],-3.8%,-1.4%,-4.5%,5.9%
COc1ccc(CC(=O)N(c2ccccc2)c2nc(C)cs2)cc1,1.5%,-0.1,-2.8%,1.0%,-12.3%,0.7%,41.5%,-3.6%,?,1.7%,1.6%
Cc1[nH]c(=O)[nH]c1C(=O)CCCCC(=O)O,-5.5%,5.1,-1.8%,-0.2%,15.7%,-2.5%,-7.4%,-9.4%,-2.8%,-21.6%,3.1%
Cc1cc(=O)oc2c3c(cc(OCC(=O)NCCC(=O)N[C@@H](C)C(=O)O)c12)OC(C)(C)CC3,0.0%,1.5,-1.7%,-0.4%,0.7%,-2.8%,2.0%,0.4%,-0.2%,-21.6%,3.9%
COc1ccc(N(CC(=O)NCCc2ccc(OC)c(OC)c2)S(=O)(=O)c2ccc(OC)c(OC)c2)cc1,-0.7%,3.0,3.2%,-43.7%[inhibitor],-2.4%,1.1%,-8.9%,2.1%,-10.1%,20.8%,-1.1%
CN(CC(=O)NCc1cccs1)CC(=O)Nc1ccc(F)c(F)c1F,-7.0%,-0.6,-1.0%,8.2%,1.9%,-0.1%,0.0%,-2.0%,-3.3%,2.8%,0.2%
CSc1cccc(NC(=O)c2ccc(Cl)nc2)c1,0.8%,26.4,11.9%,-1.6%,14.5%,11.1%,29.8%,-0.1%,?,-23.4%,?
CCOC(=O)[C@H]1[C@H]2COc3cc(OC)ccc3[C@@H]2N2C(=O)CN(C)C(=O)[C@@]12C,-2.6%,.,.,3.8%,2.4%,.,.,-1.6%,.,-8.4%,.

Screening data from PubChem BioAssay.
